B2AR arrestin: agonists driving beta-arrestin recruitment to human beta2-adrenergic receptor; P07550; beta-arrestin recruitment to beta2AR, cell-based reporter; Potency, µM (doses to about 46.1 µM), for inactives: at the highest dose activation, most hits filed as activators; 330,000 tested, 0.02% active; AID 492947;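 also: potency is read from the fitted curve at half-maximal effect; 0% = DMSO controls and full agonism = EC100 isoproterenol or metaproterenol; nearly all actives have a fitted effect of over 65% in size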
PKM2 act: increases activity of human pyruvate kinase M2 | purified PKM2, Kinase-Glo ATP luminescence, activation; response scale: 0% is enzyme alone, no compound | Potency, µM (top dose mostly 57.5 µM), for inactives: at the highest dose activation, most hits filed as activators | 260,000 tested, 0.34% active; also: potency is read from the fitted curve at half-maximal effect; % is scaled to controls: 0 for no effect and ±100 for the full control effect; nearly all actives have a fitted effect of over 55% in size
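hPK-M2, >95% pure; 0.1 mM ADP / 0.5 mM PEP final; imidazole pH7.2 buffer w/ 7 mM MgCl2, 50 mM KCl; 1 h RT; Kinase-Glo lum. Intermediate enzyme activity for dual inhibitor/activator qHTS.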
GALK inhibitor: galactokinase (human) inhibition | P51570 | Purified GALK, Kinase-Glo residual ATP luminescence | Potency, µM (series often up to 57.5 µM), for the others: top-dose activity change, negative = inhibition, most hits filed as inhibitors | 270,000 tested, 0.007% active; also: potency is read from the fitted curve at half-maximal effect; % is scaled to controls: 0 for no effect and ±100 for the full control effect
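The enzyme phosphorylates galactose (100 uM) using ATP (35 uM); inhibition is detected as higher residual ATP, quantified by bioluminescence after 1 h reaction at room temperature, pH 8.0.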
FBPA coupling cs: counter-screen for Giardia aldolase inhibitors: coupling enzyme system; activity change, negative = inhibition, % at 58.2 µM, hits read low; 290,000 tested, 0.67% active; AID 2472; coupling enzyme system counterscreen, AmpLite Red fluorescence; in the data active = activity change below about -30%; also: % is scaled to controls: 0 for no effect and ±100 for the full control effect
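Counterscreen lacking aldolase: glyceraldehyde-3-phosphate coupling-enzyme reagent preincubated 10 min at RT with compound (at 57.5 uM final), then substrate/coupling system with AmpLite Red added; fluorescence read at 525/598 nm after 20 min RT.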
USP2a inh: inhibitors of human ubiquitin-specific protease USP2a | 330,000 tested, 0.01% active | O75604 | USP2 core, Ub-CHOP2 coupled fluorogenic reporter, 485/531 | Potency, µM (highest dose often 38.3 µM), inactives show at the top dose activity change, negative = inhibition, hits mostly inhibitors;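 also: potency is read from the fitted curve at half-maximal effect; plate controls were DMSO wells for no effect and full inhibition by NEM control for full effect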
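Cell-free coupled assay: 10nM USP2 core preincubated 30min RT with compound in Tris-HCl pH 8.0/CaCl2/CHAPS buffer, then 25nM Ub-CHOP2 and 25nM reporter substrate; fluorescence (Ex 485/Em 531) read after 60min RT, normalized to NEM inhibition, concentration-response curves fitted.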
Giardia kill: kills Giardia lamblia; Giardia lamblia trophozoite viability; activity change, % at 7.66 µM, hits read low; 340,000 tested, 0.15% active; AID 540267; in the data active = activity change below about -80%; inconclusive = between about -30% and that limit;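 also: parasites exposed to compound for two days anaerobically before the ATP read; % is scaled to controls: 0 for no effect and ±100 for the full control effect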
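Viability, read as ATP luminescence: trophozoites at 100 cells/well, compound added, 48 hrs anaerobic at 37 deg C, then 15-30 min room-temperature development before reading.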
CXXC DNA block: inhibitors of human MLL CXXC domain-DNA interaction; MLL-CXXC / FITC-HOXA9 DNA fluorescence polarization; Potency, µM (doses to about 115 µM), for the others: at the highest dose activity change, negative = inhibition, usual class: inhibitors; 290,000 tested, 0.037% active; Q03164; active = well fitted inhibition curve with a large enough effect in the polarisation, with a control signal flat, not every such curve was filed as active; inconclusive = small, poorly fitted or top-dose-only effect, or effect the other way, or a change in a side signal; inactive = no such curve, though single readings can be large or run the other way; the % refers to the polarisation; also: potency is read from the fitted curve at half-maximal effect
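Steps: dispense CXXC domain solution (7 uM) → pin compounds or unlabeled HOX-A9 DNA control → 5 min ambient → add FLSN-HOX-A9 solution (50 nM) → spin → 30 min ambient → fluorescence polarization. Tris pH 7.5/NaCl/DTT/BSA buffer.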
TRPV1 ag: activates the human vanilloid receptor TRPV1; Q8NER1; TRPV1-expressing cells, Fluo-8 calcium influx, agonist mode; activation, % at 8.33 µM; 320,000 tested, 0.19% active; in the data active = activation above about 80%; inconclusive = between about 30% and that limit; also: 0% is about no effect
Target sequence (Q8NER1 whole entry, looked up): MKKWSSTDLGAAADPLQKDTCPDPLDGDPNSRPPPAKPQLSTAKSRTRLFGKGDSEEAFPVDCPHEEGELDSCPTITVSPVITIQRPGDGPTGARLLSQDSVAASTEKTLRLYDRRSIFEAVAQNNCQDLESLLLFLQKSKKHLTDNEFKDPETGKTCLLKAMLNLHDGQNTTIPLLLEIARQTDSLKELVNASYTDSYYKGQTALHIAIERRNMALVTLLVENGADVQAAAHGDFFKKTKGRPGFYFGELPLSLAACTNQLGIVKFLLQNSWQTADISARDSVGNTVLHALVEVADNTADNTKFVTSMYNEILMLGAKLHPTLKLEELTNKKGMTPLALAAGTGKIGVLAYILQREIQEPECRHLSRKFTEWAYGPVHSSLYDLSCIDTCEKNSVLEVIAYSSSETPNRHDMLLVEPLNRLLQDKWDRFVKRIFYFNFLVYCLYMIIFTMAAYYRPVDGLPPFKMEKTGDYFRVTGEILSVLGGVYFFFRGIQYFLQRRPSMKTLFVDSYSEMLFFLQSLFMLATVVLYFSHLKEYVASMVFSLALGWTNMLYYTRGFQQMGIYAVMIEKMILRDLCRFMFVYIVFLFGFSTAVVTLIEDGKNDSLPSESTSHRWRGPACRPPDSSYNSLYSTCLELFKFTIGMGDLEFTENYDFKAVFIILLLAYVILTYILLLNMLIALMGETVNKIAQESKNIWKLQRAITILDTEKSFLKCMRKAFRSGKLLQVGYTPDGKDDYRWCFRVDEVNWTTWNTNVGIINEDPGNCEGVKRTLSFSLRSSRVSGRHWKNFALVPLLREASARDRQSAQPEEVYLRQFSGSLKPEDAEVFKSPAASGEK
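Cells expressing TRPV1 were dye-loaded with Fluo-8 and read kinetically: 10 s baseline, 3 min after compound (agonist portion), then 2 min after EC20 capsaicin (allosteric enhancer portion). Calcium-bound dye fluorescence at 480/520 nm.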
KCNH2 3.1 block: blocks the human KCNH2 3.1 channel isoform; U2OS KCNH2 3.1, thallium flux FluxOr; hits give low values; activity change, % (tested at about 1.8 µM); 340,000 tested, 0.95% active; AID 720553;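 active = maximum activity change below -70%; inconclusive = maximum activity change from -70% to -50%; inactive = maximum activity change above -50%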;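 also: thallium influx rate constant from kinetic fluorescence after stimulation buffer; % is scaled to controls: 0 for no effect and ±100 for the full control effect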
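We transduce U2OS cells with the mutant 3.1 virus, culture them overnight, load FluxOr with Red40 quencher for 45 min, then add stimulation buffer and read kinetically for 2 min to derive a normalized rate constant.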
hERG WT inh: inhibitors of human wildtype KCNH2 potassium channel; activity change, % at 1.84 µM; 340,000 tested, 0.37% active; U2OS, BacMam KCNH2, thallium flux FluxOr; hits give low values;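 active = maximum activity change below -70%; inconclusive = maximum activity change between -70% and -50%; inactive = maximum activity change above -50%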; also: % is scaled to controls: 0 for no effect and ±100 for the full control effect
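U2OS cells were transduced with wild-type KCNH2 virus (2.03 x 10^8 / mL) for 4 h at room temperature, then cultured overnight at 37 C. Thallium flux was read with FluxOr dye. Rate constants were normalized to DMSO controls.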
Menin-MLL TR inh: inhibitors of human menin-MLL interaction, mutant MLL peptide | O00255 | Menin + Texas Red MLL mutant peptide, fluorescence polarization | Potency, µM (highest dose often 61.6 µM), for the others: at the top dose FP activity change, negative = inhibition, actives largely listed as inhibitors | 270,000 tested, 0.23% active | AID 1768; active = well fitted inhibition curve with a large enough effect in the polarisation, with a control signal flat, not every such curve was filed as active; inconclusive = small, poorly fitted or top-dose-only effect, or effect the other way, or a change in a side signal; inactive = no such curve, though single readings can be large or run the other way; the % refers to the polarisation; also: potency is read from the fitted curve at half-maximal effect; % of control where 0% means no effect; many of its hits are not listed in these tables
An asterisk follows results filed as active; i = inactive; ? = inconclusive; · = not tested or not shown; [ ] = another dose, or the depositor's remark. Unless noted, calls follow the shape of the dose curve; as a rule, active = well fitted curve in the direction sought with a large enough effect; inconclusive = small, poorly fitted or top-dose-only effect, or another doubt; inactive = no such curve, though single readings can be large; an effect the other way counts as inactive or inconclusive. The list is partial. The share of hits here may be higher or lower than overall.

SMILES	B2AR arrestin	PKM2 act	GALK inhibitor	FBPA coupling cs	USP2a inh	Giardia kill	CXXC DNA block	TRPV1 ag	KCNH2 3.1 block	hERG WT inh	Menin-MLL TR inh
Cc1ccc(NC(=O)Cn2ccc(=O)[nH]c2=O)cc1	-0.4%	-5%	0%	2	2%	4	5%	10	4	-1	-5%
Cc1cc(C)c(C(N)=O)c(Nc2cccc(Cl)c2)n1	-0.2%	13%	-4%	-1	0%	5	-3%	-8	8	-3	11%
Cc1nc2c(sc3nc4c(cc32)COC(C)(C)C4)c(=O)n1Cc1ccccc1	-0.2%	3%	0%	2	-3%	-24	-6%	-3	-14	11	-5%
COc1cc2c(cc1OC)C(c1ccccc1[N+](=O)[O-])N(C(C)=O)CC2 (stereo not given)	-0.3%	-1%	4%	2	-1%	4	-10%	2	-8	-7	2%
COc1ccc(C(=O)COC(=O)C(CCSC)NC(=O)COc2ccccc2)c(OC)c1 (stereo not given)	0.4%	0%	4%	·	3%	-8	-7%	5	-20	15	·
COc1ccc(-c2nnc(SCc3cccnc3)o2)cc1	4.0%	7%	0%	7	-9%	-10	3%	13	-24	5	-4%
CC(C)C(c1nnnn1C1CCCC1)N1CCCCC1 (stereo not given)	-0.3%	-17%	-2%	-5	-1%	-18	4%	1	10	18	7%
CC(=O)c1ccc(N2C(=O)[C@@H]3C(C(=O)CCN4C(=O)c5ccccc5C4=O)=NN[C@@H]3C2=O)cc1	-0.3%	6%	0%	4	-5%	11	-1%	-4	-18	12	-20%
O=C(NCc1cccnc1)Nc1ccccc1C(F)(F)F	-1.1%	-2%	0%	0	-3%	8	12%	7	26	-7	4%
CC1(C)CC(=O)C(C(C2=C(O)CC(C)(C)CC2=O)c2ccc(O)c([N+](=O)[O-])c2)=C(O)C1	-0.1%	15%	-4%	-7	1%	?	28µM*	2	17	-5	10%
CCCC[C@]12Cc3ccccc3[C@H](O1)C1=C(O2)C(=O)c2ccccc2C1=O	0.1%[9.22 µM]	1%[11.5 µM]	·	0	-1%[7.66 µM]	·	1%[23 µM]	i	·	·	11%[11.7 µM]
O=c1[nH]nc(N/N=C/c2ccc(Cl)cc2Cl)c(=O)[nH]1	-0.2%	1%	-1%	2	2%	10	-1%	6	-4	-3	·
Cc1ccc2cc3cc(C(=O)NCCCN4CCCCCC4)oc3nc2c1	0.0%	9%	1%	-1	2%	-6	9%	1	-5	4	-29%
O=C(O)c1ccc([N+](=O)[O-])c(CS(=O)(=O)c2ccccc2)c1	0.3%	·	-5%	-1	1%	34[activator]	-18%	0	-7	-3	-4%
COc1ccc2c(c1)OC[C@H]1[C@H]2N2C(=O)CN(Cc3ccc(Cl)cc3)C(=O)[C@@]2(C)[C@H]1c1ccccc1	0.3%	·	·	·	0%	-13	·	2	-38	-6	·
Cc1nc(CNC(=O)C2CCC(=O)N(CCc3ccc(Cl)cc3)C2)sc1C (stereo not given)	0.2%	2%	-2%	·	0%	12	8%	8	-3	-15	·
COc1ccc(S(N)(=O)=O)cc1C(=O)NCC1(N2CCCCC2)CCCCC1	-0.3%	-4%	2%	1	3%	4	-7%	-2	?	1	2%
O=C(COc1ccc(/C=N/NC(=O)c2cc3ccccc3o2)cc1Cl)Nc1ccccc1	-1.0%	-3%	1%	1	-2%	?	25%	0	-26	-2	-2%
COCCn1c(CN2CCc3ccccc3C2)nc2c1c(=O)n(C)c(=O)n2C	-0.2%	-1%	3%	3	1%	2	-5%	-1	8	0	?
Cc1nc(NCCc2ccc(F)cc2)c(C#N)c(C)c1[N+](=O)[O-]	-0.2%	-4%	0%	1	2%	-13	6%	-1	-5	6	16%

Next part, starting with the last 6 of the part before.
SMILES	B2AR arrestin	PKM2 act	GALK inhibitor	FBPA coupling cs	USP2a inh	Giardia kill	CXXC DNA block	TRPV1 ag	KCNH2 3.1 block	hERG WT inh	Menin-MLL TR inh
COc1ccc2c(c1)OC[C@H]1[C@H]2N2C(=O)CN(Cc3ccc(Cl)cc3)C(=O)[C@@]2(C)[C@H]1c1ccccc1	0.3%	·	·	·	0%	-13	·	2	-38	-6	·
Cc1nc(CNC(=O)C2CCC(=O)N(CCc3ccc(Cl)cc3)C2)sc1C (stereo not given)	0.2%	2%	-2%	·	0%	12	8%	8	-3	-15	·
COc1ccc(S(N)(=O)=O)cc1C(=O)NCC1(N2CCCCC2)CCCCC1	-0.3%	-4%	2%	1	3%	4	-7%	-2	?	1	2%
O=C(COc1ccc(/C=N/NC(=O)c2cc3ccccc3o2)cc1Cl)Nc1ccccc1	-1.0%	-3%	1%	1	-2%	?	25%	0	-26	-2	-2%
COCCn1c(CN2CCc3ccccc3C2)nc2c1c(=O)n(C)c(=O)n2C	-0.2%	-1%	3%	3	1%	2	-5%	-1	8	0	?
Cc1nc(NCCc2ccc(F)cc2)c(C#N)c(C)c1[N+](=O)[O-]	-0.2%	-4%	0%	1	2%	-13	6%	-1	-5	6	16%
Cc1ccc(F)c(NC(=O)/C(C#N)=C(\O)c2ccc(C(C)(C)C)cc2)c1	-0.1%	1%	?	14	5%	19	3%	1	13	·	?
N=c1c2c(ncn1Cc1ccco1)Oc1c(ccc3ccccc13)C2c1ccccc1 (stereo not given)	-1.7%	-5%	0%	0	1%	8	23%	5	-16	6	-4%
CCn1c(=N)c(C(=O)OC)cc2c(=O)n3ccccc3nc21	-0.7%	-15%	1%	-1	-1%	·	-5%	0	·	·	7%
COc1ccccc1NC(=O)Cn1nc(-c2ccc3c(c2)OCCO3)ccc1=O	-0.1%	0%	1%	1	3%	-3	-16%	-1	-6	6	9%
C/C(=N\NC(=O)C(N)=O)c1cccc([N+](=O)[O-])c1	-0.1%	5%	4%	-2	1%	?	1%	-1	6	4	-1%
O=c1c2ccccc2c(-c2ccc(O)cc2)nn1-c1cccc(C(F)(F)F)c1	5.9%	3%	1%	-4	-1%	21	8%	21	-35	5	?
Clc1ccc2c(N/N=C/c3cccc(Br)c3)ccnc2c1	-3.6%	-1%	2%	0	2%	?	53%[activator]	?	?	16	14%
COc1ccc(N(C)C(=O)c2cn(CC(C)C)c(=O)c3cc(OC)c(OC)cc23)c(OC)c1	-0.7%	·	-2%	-3	-7%	-5	-5%	10	-4	·	-9%
O=C(CCN1C(=O)/C(=C/c2ccccc2Cl)SC1=S)NC1=NCCS1	0.2%	-5%	-2%	2	1%	-12	-2%	-6	2	-2	5%
COc1ccc(Cn2c(=S)[nH]c3cc(C(=O)N4CCCCC4)ccc3c2=O)cc1	-0.1%	·	0%	-1	0%	-2	-2%	10	-9	9	?
O=C(NC1CCCC1)c1cnn2c(C(F)(F)F)cc(-c3ccco3)nc12	-0.6%	4%	-1%	·	1%	-5	-9%	29	17	24	-17%
CCCn1c(N)c(C(=O)COC(=O)CNC(=O)c2ccc(C)c(C)c2)c(=O)n(C)c1=O	-0.5%	·	·	·	0%	16	·	-3	4	7	·
O=C(NCC1CCCO1)c1cccc2c1C(=O)c1ccc(N3CCC(Cc4ccccc4)CC3)cc1S2(=O)=O (stereo not given)	-0.2%	·	·	·	12%	-27	·	·	7	-4	·
Cc1ccc[n+](-c2nc([O-])sc2C=O)c1	0.3%	1%	5%	-13	?	3	?	3	-24	-3	0%
O=C(CCN1C(=O)[C@@H]2Cc3ccccc3CN2C1=O)N[C@H](Cc1ccccc1)C(=O)O	2.7%	-5%	·	-1	1%	8	-4%	-1	3	0	-1%
CCN(CC)C(=O)Oc1nnc(SC(C)C)n1-c1ccc(Cl)c(Cl)c1	0.2%	1%	·	2	0%	-12	14%	23	0	-8	·
Cc1nc(SCC(=O)Nc2cccc(Cl)c2)n[nH]1	0.1%	3%	0%	2	-2%	5	2%	-2	0	1	15%
CC(C)(C)OC(=O)NCCC(=O)Oc1ccc2ccc(=O)oc2c1	-0.4%	1%	-1%	2	1%	-10	-1%	2	-16	-8	2%
CCc1ccc(C(=O)Nn2cnc3ccccc3c2=O)cc1	0.0%	·	0%	1	2%	?	42%	21	18	-5	24%
